Assay outcomes from PubChem.
USP1-UAF1 inh: Inhibitors of USP1/UAF1: Primary Screen. 390,000 compounds, 0.23% hits. Ubiquitin carboxyl-terminal hydrolase 1 (Homo sapiens), O94782. recombinant USP1/UAF1, Ub-Rhodamine cleavage fluorescence. Potency, µM (series often up to 57.1 µM), without a hit: at the highest dose activity change, negative = inhibition, usual class: inhibitors; also: % is scaled to controls: 0 for no effect and ±100 for the full control effect; nearly all actives have a fitted effect of over 60% in size; inactives centre near -12
Target sequence (O94782 whole entry, looked up): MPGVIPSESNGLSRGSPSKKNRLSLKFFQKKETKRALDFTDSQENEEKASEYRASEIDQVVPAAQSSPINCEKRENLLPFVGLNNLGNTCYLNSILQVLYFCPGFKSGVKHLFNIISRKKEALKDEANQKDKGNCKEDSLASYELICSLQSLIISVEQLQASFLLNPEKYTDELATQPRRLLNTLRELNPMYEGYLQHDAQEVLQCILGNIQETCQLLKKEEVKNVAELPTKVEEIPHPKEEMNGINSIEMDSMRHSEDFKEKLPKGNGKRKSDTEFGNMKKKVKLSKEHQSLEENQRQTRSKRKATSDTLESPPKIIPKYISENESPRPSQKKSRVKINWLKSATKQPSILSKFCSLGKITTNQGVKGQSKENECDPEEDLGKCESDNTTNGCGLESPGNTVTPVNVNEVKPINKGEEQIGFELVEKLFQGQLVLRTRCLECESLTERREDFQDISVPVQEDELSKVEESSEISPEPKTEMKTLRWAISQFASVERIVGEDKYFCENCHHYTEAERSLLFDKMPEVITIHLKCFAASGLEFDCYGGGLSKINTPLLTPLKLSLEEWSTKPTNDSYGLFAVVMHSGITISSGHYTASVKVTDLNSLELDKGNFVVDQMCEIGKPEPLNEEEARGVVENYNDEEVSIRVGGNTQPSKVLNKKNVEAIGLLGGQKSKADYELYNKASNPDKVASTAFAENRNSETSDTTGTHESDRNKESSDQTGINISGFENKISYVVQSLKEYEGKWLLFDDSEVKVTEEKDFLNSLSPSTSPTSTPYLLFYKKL
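USP1/UAF1 complex (1 nM) preincubated 15 min at room temperature with compound, then Ub-Rho substrate (150 nM final) added. Kinetic fluorescence at 480/540 nm over 6 reads at 60 s intervals; 50 mM HEPES pH 7.8, 0.5 mM EDTA, 0.1 mg/ml BSA, 1 mM TCEP, 0.01% Tween-20.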
rTrxR1 inhibitor: qHTS Assay for Inhibitors of Mammalian Selenoprotein Thioredoxin Reductase 1 (TrxR1): qHTS; Potency, µM (series often up to 114 µM), inactives show at the top dose activity change, negative = inhibition, actives largely listed as inhibitors; recombinant rTrxR1, NADPH fluorescence consumption, selenite substrate; Thioredoxin reductase 1, cytoplasmic (Rattus norvegicus), O89049; 390,000 compounds, 1% hits; also: % is scaled to controls: 0 for no effect and ±100 for the full control effect; nearly all actives have a fitted effect of over 65% in size
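Rat TrxR1 (90 nM in the dispensed reagent) was pre-reduced with 400 uM NADPH for 5 min at room temperature, then incubated with compound for 15 min. After 400 uM selenite was added, NADPH fluorescence (Ex 340/Em 450 nm) was followed for 8 min.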
TrxR1 substrate: qHTS Assay for Substrates of Mammalian Selenoprotein Thioredoxin Reductase 1 (TrxR1): qHTS | Potency, µM (top dose mostly 114 µM), without a hit: top-dose activity change, negative = substrate turnover | 390,000 compounds, 0.01% hits | Thioredoxin reductase 1, cytoplasmic (Rattus norvegicus), O89049 | purified TrxR1 substrate turnover, NADPH consumption readout; also: % is scaled to controls: 0 for no effect and ±100 for the full control effect; nearly all actives have a fitted effect of over 50% in size
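Rat TrxR1, dispensed at 90 nM, was prereduced with 400 uM NADPH (final) for 5 min at ~22 deg C, then incubated with compound 15 min before 400 uM selenite. A first-read NADPH fluorescence drop versus no-compound background flagged substrates.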
Vif-APOBEC3G blk: qHTS for Inhibitors of Vif-A3G Interactions: qHTS; DNA dC->dU-editing enzyme APOBEC-3G (Homo sapiens), Q9HC16; HeLa A3G-eYFP + Vif (tagged APOBEC3G with the HIV-1 protein that degrades it), YFP fluorescence, overnight; Potency, µM (series often up to 46.1 µM), for inactives: top-dose activity, negative = active, actives largely listed as inhibitors; 410,000 compounds, 0.076% hits;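 also: % is scaled to controls: 0 for no effect and ±100 for the full control effect; nearly all actives have a fitted effect of over 60% in size; hits raise eYFP signal because A3G escapes Vif-driven loss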
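Read-out is eYFP fluorescence (Ex 488/Em 500-530) from Vif-expressing HeLa A3G-eYFP cells; more signal means A3G escaped Vif-mediated degradation. Cells plated overnight, compound pinned in, incubated overnight at 37 deg C.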
RGS4 inh: Inhibitors of Regulator of G Protein Signaling (RGS) 4: qHTS; Regulator of G-protein signaling 4 (Homo sapiens), P49798; Transcreener GDP fluorescence polarization, RGS4-accelerated GTP hydrolysis; Potency, µM (titrated, usually from 114 µM), inactives show at the highest dose activity change, negative = inhibition, usual class: inhibitors; 390,000 compounds, 0.039% hits; AID 504845, 2011; also: % is scaled to controls: 0 for no effect and ±100 for the full control effect; nearly all actives have a fitted effect of over 75% in size; some results filed as inactive show a strong effect at the top dose
Target sequence (P49798 whole entry, looked up): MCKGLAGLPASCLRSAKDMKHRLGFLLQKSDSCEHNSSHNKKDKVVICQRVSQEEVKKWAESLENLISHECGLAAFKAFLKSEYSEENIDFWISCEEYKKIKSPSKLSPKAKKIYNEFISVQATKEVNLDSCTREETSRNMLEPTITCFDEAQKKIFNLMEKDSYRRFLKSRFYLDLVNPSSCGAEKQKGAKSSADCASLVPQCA
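MLSMR compounds (23 nl, pin-transferred) preincubated 10 min at room temperature with a 500nM (2x) first reagent, then RGS4 at 900nM (2x) plus Transcreener GDP mix added; fluorescence polarization (620/688 nm) read before and after 90 min at 30 °C.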
Vif-A3F inh: qHTS for Inhibitors of Vif-A3F Interactions: qHTS. HeLa A3F-eYFP + Vif (tagged APOBEC3F with the HIV-1 protein that degrades it), YFP fluorescence increase. 390,000 compounds, 0.2% hits. Potency, µM (titrated, usually from 46.1 µM), without a hit: top-dose activity, negative = active; also: % of control where 0% means no effect; nearly all actives have a fitted effect of over 65% in size
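HeLa cells stably expressing A3F-eYFP plus Vif, plated and incubated overnight at 37 deg C, then exposed to compounds overnight at 37 deg C. Blocked degradation read as raised yellow fluorescence (Ex 488/Em 500-530).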
ALOX12 inh: Primary qHTS assay for inhibitors of human arachidonate 12S-lipoxygenase (ALOX12): Round 2; Polyunsaturated fatty acid lipoxygenase ALOX12 (Homo sapiens), P18054; purified 12hLO, xylenol orange hydroperoxide absorbance; AID 1671190, 2021; Potency, µM (series often up to 108 µM), for the others: at the highest dose activity change, negative = inhibition, most hits filed as inhibitors; 580,000 compounds, 1.1% hits; also: % is scaled to controls: 0 for no effect and ±100 for the full control effect
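Purified human 12hLO (150 nM final) in 25 mM Hepes, 0.01% Triton X-100, pH 7.0 was preincubated 15 min at room temperature with compound. Then 40 uM arachidonic acid was added, 30 min. Hydroperoxide was read by Fe-XO absorbance ratio 573/405 nm.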
mIDH1 inhibitor: qHTS for Inhibitors of mutant isocitrate dehydrogenase 1 (IDH1): qHTS. AID 602179, 2012. IDH1-R132H enzyme, NADPH consumption, diaphorase/resazurin fluorescence. 390,000 compounds, 0.093% hits. Isocitrate dehydrogenase [NADP] cytoplasmic (Homo sapiens), O75874. Potency, µM (titrated, usually from 76.6 µM), for the others: at the top dose activity change, negative = inhibition, usual class: inhibitors; also: % is scaled to controls: 0 for no effect and ±100 for the full control effect; nearly all actives have a fitted effect of over 65% in size
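IDH1-R132H (0.5 ug/mL dispensed) in pH 7.5 Tris buffer was preincubated 30 min with compound, then given a substrate mix of 0.016 mM NADPH and 2 mM alpha-KG for 80 min at room temperature; remaining NADPH was read by diaphorase/resazurin fluorescence.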
RXFP1 ag: qHTS Assay for Agonists of the Relaxin Receptor RXFP1 | HEK293T-RXFP1 cAMP TR-FRET, 30 min; response scale: percent of porcine relaxin response, buffer zero | Potency, µM (series often up to 57.5 µM), without a hit: at the highest dose activation, usual class: activators | 370,000 compounds, 0.3% hits | AID 2676, 2010; also: % is scaled to controls: 0 for no effect and ±100 for the full control effect; nearly all actives have a fitted effect of over 60% in size; many of its hits are not listed in these tables
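HEK293 cells stably expressing RXFP1, treated 30 min at 37C with compounds plus PDE4 inhibitor Ro 20174; cAMP measured by HTRF TR-FRET. Normalized to buffer and 29 nM porcine relaxin; EC50 by Hill fit.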
Active calls of the source: *; ? = inconclusive; . = no result given; & = joins results of further samples; [ ] = dose if it differs, or a comment. Calls follow the shape of the dose curve; as a rule, active = well fitted curve in the direction sought with a large enough effect; inconclusive = small, poorly fitted or top-dose-only effect, or another doubt; inactive = no such curve, though single readings can be large; an effect the other way counts as inactive or inconclusive. Potency is read from the fitted curve at half-maximal effect. Some of the compounds tested (hit frequency here may not be typical).

SMILES | USP1-UAF1 inh | rTrxR1 inhibitor | TrxR1 substrate | Vif-APOBEC3G blk | RGS4 inh | Vif-A3F inh | ALOX12 inh | mIDH1 inhibitor | RXFP1 ag
COc1cc(OC)c(C(=O)OCN2C(=O)c3ccccc3C2=O)cc1OC | -25.6% | 11.0% | -0.5% | -0.2% | -26.6% | 1.7% | -10.5% | -8.9% | 5.3%
CCc1ccc(NC(=O)c2ccc(-c3ccccc3)s2)cc1 | 4.1% | -1.6% | 11.3% | 2.0% | -19.6% | 1.5% | -18.2% | -12.3% | 23.8%
Cn1c(=O)c2ccccc2n(CC(=O)NC2CCCCC2)c1=O | -4.0% | 27.8% | 7.8% | -0.8% | 40.3% | -3.9% | -0.3% | -9.9% | 3.1%
COc1cccc(C(=O)NCCS(=O)(=O)NCc2cccs2)c1 | 1.0% | 0.0% | -13.7% | -1.1% | 11.0% | 0.5% | -21.1% | -1.8% | -1.2%
CC(C)(C)OC(=O)CC1(C#N)c2ccccc2C(Br)=CN1C(=O)c1ccccc1 (stereo not drawn) | ? | 27.7%[57.1 µM] | 5.2%[57.1 µM] | -4.0% | -8.4% | -2.4% | -6.8% | 1.1% | -0.2%
CC(C)(C)C(=O)Nc1nnc(SCC(=O)NC2CCCCC2)s1 | -7.5% | 22.1% | 4.5% | -1.0% | -2.4% | 2.4% | 6.8% | 14.2% | 2.0%
Cc1ccc(SCCC(=O)NCc2ccccn2)cc1 | -9.6% | 7.1%[57.1 µM] | 8.3%[57.1 µM] | -5.5% | -7.8% | 0.7% | 0.0% | 0.9% | 0.8%
CNC(=O)c1cc(Nc2nnc(C)c3ccccc23)ccc1OC | -21.6% | -13.0% | -9.3% | 1.5% | -34.1% | -3.5% | 28.0% | -0.1% | 0.3%
COc1ccc(CC(=O)OC(C)CN2CCOCC2)cc1 (stereo not drawn) | -2.3% | 15.7% | -20.7%[57.1 µM] | -3.0% | -14.2% | 3.5% | -14.8% | 6.2% | 3.3%
Cc1noc(C)c1S(=O)(=O)Nc1ccc(C(=O)NCCc2ccccc2)cc1 | -17.3% | 4.1% | -2.6% | 3.6% | -5.5% | 0.7% | 5.6% | 3.0% | -0.8%
O=c1c2c(-c3ccccc3)csc2ncn1/N=C/c1cccc([N+](=O)[O-])c1O | -2.7% | -9.5% | -18.1% | 0.6% | 37.5% | -13.9% | -4.7% | -16.0% | 2.8%
Cc1ccc(S(=O)(=O)CCC(=O)OC(C)C(=O)Nc2ccc(N3CCOCC3)cc2)cc1 (stereo not drawn) | -24.3% | 10.7% | 2.4% | 0.8% | 10.0% | -5.5% | 1.7% | -8.5% | 1.4%
CCOC(=O)c1c(C)oc2nc(C)nc(NCc3ccc(OC)cc3)c12 | -18.8% | 22.1% | 0.2% | -6.3% | -20.8% | 1.1% | -5.1% | -9.0% | 12.6%
CCCn1c(=O)c2sccc2n2c(CCCC(=O)NCCc3ccc(Cl)cc3)nnc12 | -7.3% | 20.1% | 7.3% | -4.6% | -7.1% | -9.1% | -17.2% | -2.3% | 13.0%
COc1cc(/C=C/C(=O)OCC(=O)NC(=O)NC2CCCC2)ccc1OCC#N | -12.3% | 12.6% | 15.1% | -1.2% | 7.5% | 6.4% | -16.3% | 2.3% | 1.6%
Cc1ccc(C(C(=O)NCC2CCCO2)N(Cc2ccccc2)C(=O)c2ccc(-c3ccccc3)[nH]2)o1 (stereo not drawn) | -21.9% | -4.1% | 0.2% | -9.8% | -17.8% | -14.0% | -22.4% | 1.4% | -1.6%
COc1ccc(CC(=O)NCc2nnc(SCCOc3ccccc3)n2C)cc1 | -22.1% | 26.8%[57.1 µM] | 9.8%[57.1 µM] | -1.6% | ? | 6.5% | 4.7% | 1.9% | 2.5%
COc1ccccc1N1CCN(C(=O)CCCC2=NS(=O)(=O)c3ccccc3N2)CC1 | -12.7% | 23.5% | -0.2% | 0.4% | -5.5% | 1.6% | -7.4% | -3.1% | 7.3%
COc1ccc2[nH]c(C(=O)NCc3ccccc3)c(C)c2c1 | -18.0% | 29.6% | 17.3% | -0.1% | -23.4%[56.9 µM] | -12.0% | 0.0%&1.2% | -4.3% | 1.4%
C[C@H]1CC[C@]2(O[C@@H](CCO)C[C@@H](O)[C@@H]2O)O1 | -16.7% | 15.5% | 5.0% | 0.7% | -8.7% | -0.8% | 2.8% | 10.0% | .
COc1ccc(CCNC(=O)C2CC2)cc1OC | -2.1% | 5.4% | 12.0% | -3.3% | 18.4% | -4.9% | 2.8% | 1.0% | -0.1%
CC1=C(C(=O)Nc2ccc(C)cc2C)C(c2ccc(C(C)C)cc2)n2nc(C(F)(F)F)nc2N1 (stereo not drawn) | 10.3% | -1.4% | -5.6% | -0.3% | 2.5% | -9.1% | -22.1% | -4.7% | 0.2%
CCN(CC)C(=O)CSc1nnc(COc2ccccc2)n1N | 1.1% | 27.9% | 6.3% | 2.4% | 25.3% | -18.9% | -1.1% | 1.0% | 0.5%
OCCC1CN(Cc2cccc3nonc23)CCN1C1CCCCC1 (stereo not drawn) | -0.4% | 11.6% | -2.8% | -1.5% | 25.4% | 6.1% | 0.5% | -2.4% | 3.6%
Cc1ccc(C(=O)C2CCN(CC(=O)Nc3ccc(N(C)C)cc3)CC2)cc1 | -3.5% | 9.8% | -15.3% | 4.4% | -28.3% | -1.7% | -9.7% | -1.1% | 0.8%
COc1ccc(-c2nn(CCC#N)cc2/C=N/O)cc1OC | -7.2% | 17.9%[57.1 µM] | 3.5% | 0.1% | -26.0% | -7.6% | 21.4% | 8.2% | -1.5%
CN(C)/C=N/C(=S)Nc1cc(Cl)cc(Cl)c1 | -18.8% | 25.6%[57.1 µM] | 7.4%[57.1 µM] | -3.0% | -15.8% | -6.4% | ? | 1.4% | 7.5%
COCCCNc1nc2c(c(=O)n(Cc3ccc(F)cc3)c(=O)n2C)n1C | -17.9%&-1.6% | 11.7%&4.8% | 4.2%&-4.0% | -2.0%&1.5% | -4.6%&4.9% | 3.3%&-12.9% | 4.1%&-23.8% | 9.7%&4.5% | -0.1%&-0.1%
C#CCn1c(S(=O)(=O)Cc2ccc(F)cc2)nc(-c2ccccc2)c1-c1ccccc1 | -10.2% | 8.5% | -5.1% | 3.4% | 2.8% | 3.0% | -4.2% | 1.4% | 0.1%
Cc1ccc(-c2[nH]c(-c3ccccc3)nc2SCC(=O)NCC2CCCO2)cc1 (stereo not drawn) | -17.2%&-4.6% | 3.6% | 5.4% | 1.3%&-2.0% | 4.2%&1.4% | -0.1%&3.9% | -25.1%&8.0% | -4.7%&16.1% | 0.7%&1.1%
COc1ccc(/C=C2\Oc3cc(OCC(=O)N4CCC[C@H]4C(=O)O)ccc3C2=O)cc1OC | -25.3% | -10.7% | -12.5% | 2.3% | -27.4% | 1.0% | . | -0.2% | 12.7%
O=C(COc1ccc(S(=O)(=O)N2CCCC2)cc1Cl)NC1CCCC1 | -1.7% | -6.8% | -10.4% | 0.0% | -6.1% | -0.4% | 12.8% | 1.1% | 0.8%
CC(=O)c1c(C)c[nH]c1C | -12.6% | -17.1%[57.1 µM] | 3.3%[57.1 µM] | -2.7% | -22.1%[11.4 µM] | 0.2% | -21.4% | -5.9% | -1.2%
Cc1c(C(=O)N2CCC[C@H]2CO)oc2c(F)cccc12 | 5.2% | 0.3% | -5.0% | 1.6% | 22.7% | -0.4% | 42.3%[activator] | -6.0% | 2.8%
CSc1ccccc1OCc1cc(C(=O)NCCCn2nc(C)cc2C)no1 | -5.4% | 4.6% | -5.0% | -0.6% | 3.1% | -24.3% | -4.5% | 3.0% | -2.0%
COc1cccc(/C=C/C(=O)OCC(=O)Nc2ccc3c(c2)OCO3)c1 | -5.2% | . | . | 1.7% | . | -0.4% | -13.8% | 0.0% | .
CCOC(=O)[C@H]1[C@H]2COc3ccc(OC)cc3[C@@H]2N2C(=O)CN(Cc3ccccc3)C(=O)[C@@]12C | -26.1% | 10.8% | 3.4% | 0.0% | -10.6% | -12.0% | 10.7% | 4.8% | 1.4%
